Bioassay records from PubChem.
ABHD4 inh: ABHD4 inhibitors, primary screen, biochemical, fluorescence polarization, mouse. (Lyso)-N-acylphosphatidylethanolamine lipase (Mus musculus), Q8VD66. purified mABHD4, FP-Rh probe fluorescence polarization. inhibition, % at 8.92 µM. actives 0.54% (n = 370,000). AID 720543, 2013;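 active = inhibition exceeding the mean over every tested compound plus 3 SD, cut at about 30% in these data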;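 note: 0% = plate median of compound wells and 100% = S159A mutant with DMSO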
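assay system = mABHD4 protein | compound dosing = single nominal dose of 8.92 µM, 0.89% DMSO final | read-out basis = percent inhibition of probe binding, normalized to plate controls | schedule = Enzyme–compound pre-incubation 45 min, then probe 60 min, both 25 °C | detection = fluorescence polarization, excitation 525 nm, emission 598 nm, BODIPY TMR filters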
NPR2 activator: human GC-B receptor activators, primary screen, HEK293 GC-B cells, cGMP TR-FRET, EC30 CNP | Atrial natriuretic peptide receptor 2 (Homo sapiens), P20594 | 0% at EC30 CNP, 100% saturating CNP | activation, % at 10 µM | actives 0.11% (n = 370,000) | AID 1920062, 2024;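 active = activation at 10 µM reaching about 35% in either raw or pattern-adjusted values, limit read from the data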
Target sequence (P20594 whole entry, looked up): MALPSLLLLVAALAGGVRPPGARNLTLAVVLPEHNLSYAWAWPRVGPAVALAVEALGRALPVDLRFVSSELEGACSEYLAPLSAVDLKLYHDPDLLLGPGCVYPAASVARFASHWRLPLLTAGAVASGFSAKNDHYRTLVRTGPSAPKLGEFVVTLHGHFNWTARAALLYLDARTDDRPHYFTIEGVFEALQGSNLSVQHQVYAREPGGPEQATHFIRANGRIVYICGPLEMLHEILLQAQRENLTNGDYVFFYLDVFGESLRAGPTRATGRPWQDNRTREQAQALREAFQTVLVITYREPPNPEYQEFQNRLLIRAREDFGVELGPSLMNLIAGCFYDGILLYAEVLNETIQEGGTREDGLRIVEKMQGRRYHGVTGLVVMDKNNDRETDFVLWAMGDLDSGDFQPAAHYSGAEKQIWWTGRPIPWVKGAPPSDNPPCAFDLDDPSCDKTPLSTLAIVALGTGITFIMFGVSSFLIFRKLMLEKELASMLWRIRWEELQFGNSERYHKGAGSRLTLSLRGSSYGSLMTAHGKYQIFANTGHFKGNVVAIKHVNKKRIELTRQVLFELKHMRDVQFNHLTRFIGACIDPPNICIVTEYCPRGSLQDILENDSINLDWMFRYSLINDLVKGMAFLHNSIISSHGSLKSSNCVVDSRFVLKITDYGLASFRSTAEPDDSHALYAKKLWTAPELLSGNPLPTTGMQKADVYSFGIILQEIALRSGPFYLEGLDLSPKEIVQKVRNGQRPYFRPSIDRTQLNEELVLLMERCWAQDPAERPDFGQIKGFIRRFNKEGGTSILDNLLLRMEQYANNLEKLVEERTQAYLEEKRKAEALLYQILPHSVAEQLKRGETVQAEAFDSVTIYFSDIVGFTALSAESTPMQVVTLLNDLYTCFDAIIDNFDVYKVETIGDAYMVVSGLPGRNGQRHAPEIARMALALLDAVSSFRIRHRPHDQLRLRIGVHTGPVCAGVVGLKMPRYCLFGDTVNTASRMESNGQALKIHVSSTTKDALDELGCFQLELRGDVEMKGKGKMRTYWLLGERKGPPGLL
NPR1 activator: GC-A stimulated cGMP production enhancers – HEK293 GC-A cells, cGMP TR-FRET, EC30 ANP, primary screen; Atrial natriuretic peptide receptor 1 (Homo sapiens), P16066; 0% at EC30 ANP, 100% saturating ANP; activation, % at 10 µM; actives 0.14% (n = 370,000); in the data active = activation above about 40%
TCR-CD3 inh: inhibitors of human TCR-CD3 interaction, primary screen, biochemical, fluorescence, TAMRA-labeled TCR probe | T-cell receptor (TCR) | inhibition, % at 9.4 µM | actives 0.37% (n = 360,000); in the data active = inhibition above about 19%;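 note: recombinant mutant TCR 2C K166C tagged with TAMRA read by polarization; 0% = receptor in buffer alone and 100% = receptor with positive control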
MBD2 DNA inh: inhibitors of MBD2 binding to methylated DNA, primary screen, biochemical, TR-FRET, DNA-binding domain, human; Methyl-CpG-binding domain protein 2 (Homo sapiens), Q9UBB5; MBD2 binding to methylated oligonucleotide; inhibition, % at 4.4 µM; actives 0.31% (n = 370,000); AID 686964, 2013; in the data active = inhibition above about 13%
SIAE inh: human SIAE inhibitors, primary screen, biochemical, fluorescence polarization, FP-Rh probe, 1536-well HTS; inhibition, % at 9.66 µM; Sialate O-acetylesterase (Homo sapiens), Q9HAT2; SIAE FP-Rh probe binding; AID 1053197, 2014; actives 0.69% (n = 370,000);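 active = inhibition above a cutoff: mean of compounds within the control limits plus 3 SD of those, cut at about 17% in these data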;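 note: 0% = plate median of compound wells and 100% = probe without SIAE protein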
PRMT1 FP inh: PRMT1 methyltransferase inhibitors, primary screen, biochemical, fluorescence polarization; Protein arginine N-methyltransferase 1 (Homo sapiens), Q99873; recombinant PRMT1, activity-based probe fluorescence polarization; inhibition, % at 2.79 µM; actives 1.3% (n = 370,000);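 active = inhibition above about 21% made by adding two undisclosed values, limit read from the data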
HTRA1 inh: HTRA1 serine protease inhibitors, primary screen, biochemical, fluorescence polarization, HTS; actives 0.5% (n = 340,000); inhibition, % at 5.96 µM; Q92743; recombinant HTRA1, FP-rhodamine activity-based probe; in the data active = inhibition above about 36%;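 note: 0% = enzyme with DMSO and 100% = wells lacking enzyme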
rCAG RNA binder: binders of r(CAG) RNA repeats, primary screen, biochemical, fluorescence | r(CAG) RNA repeat, TO-PRO-1 dye displacement fluorescence | actives 1.3% (n = 370,000) | AID 651821, 2012 | inhibition, % at 3 µM;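 active = inhibition above the plate cutoff, the mean of all test compounds on that plate plus 3 SD, cut at about 35% in these data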;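 note: 0% = DMSO alone and 100% = 100 µM mitoxantrone as full dye displacement; higher means more dye released from RNA so lower well fluorescence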
UHRF1 MBD2 ctr: UHRF1 methylated DNA binding inhibitors, primary screen, counter-screen for MBD2 inhibitor project, biochemical, TR-FRET, human UHRF1, single concentration. inhibition, % at 4.4 µM. UHRF1 binding to methylated oligo. AID 687016, 2013. E3 ubiquitin-protein ligase UHRF1 (Homo sapiens), Q96T88. actives 0.75% (n = 370,000); in the data active = inhibition above about 21%;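 note: UHRF1 SRA domain binding a hemimethylated CpG hairpin DNA probe; 0% = median of test compound wells and 100% = reference inhibitor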
Active calls of the source: *; · = no result given. An excerpt. The share of hits here may be higher or lower than overall.

SMILES	ABHD4 inh	NPR2 activator	NPR1 activator	TCR-CD3 inh	MBD2 DNA inh	SIAE inh	PRMT1 FP inh	HTRA1 inh	rCAG RNA binder	UHRF1 MBD2 ctr
COCCNC(=O)c1csc(Nc2cccc3ccccc23)n1	-1	11	6	-13	-2	1	3	2	-4	1
CC(C)CCOC(=O)C(C)Sc1n[nH]c(=O)[nH]c1=O (stereo unspecified)	2	-4	-3	-3	2	-3	5	6	-1	2
COc1ccc(-c2cn3cc(C)ccc3n2)cc1F	2	-3	-3	-4	0	1	2	-4	1	-2
CCc1c(C)nc2ncnn2c1N1CCC(C(=O)Nc2ccc(C)cc2)CC1	-4	-1	2	4	-5	1	2	-8	-5	1
CCOc1c(Cl)cc(C2NC(=O)NC(C)=C2C(=O)NCc2ccccc2)cc1OC (stereo unspecified)	-7	-1	-5	-2	7	-4	3	0	0	4
CCc1ccc(-c2ccc(SCC(=O)NCC3CCCO3)nn2)cc1 (stereo unspecified)	-2	2	3	3	1	1	0	3	-7	1
O=C1N/C(=C\c2ccsc2)C(=O)N1Cc1ccc(F)cc1	0	-1	-7	-1	5	-5	0	-3	-4	1
CCCOc1ccc(N2C(=O)CC(N3CCC(C(=O)OCC)CC3)C2=O)cc1 (stereo unspecified)	5	3	5	1	2	1	56*	1	-7	4
CN(/C(=N\S(=O)(=O)c1ccccc1)c1ccccc1)c1ccc(O)cc1	-17	-2	13	-6	5	-3	5	-9	2	6
Cc1cccc(NC(=O)CCS(=O)(=O)c2ccc3c(c2)NC(=O)CS3)n1	-1	-2	6	2	-4	4	1	6	-2	-3
COc1ccc(C(CNC(=O)C(CCSC)NC(=O)c2ccccc2Cl)N2CCOCC2)cc1 (stereo unspecified)	-3	4	2	-16	-1	2	-5	1	-4	2
CC(C)=CCC/C(C)=C/CC/C(C)=C/CC/C(C)=C/CC1=C(C)C(=O)c2ccccc2C1=O	2	3	-3	4	3	2	10	-12	7	-1
Cc1ccccc1-c1cccc([C@@H]2C[C@H]3[C@H](CON3C)CN2S(=O)(=O)c2ccccc2C)c1	-2	1	-2	-2	0	-1	1	-14	4	-1
CN(CC(=O)NCCc1ccc(S(N)(=O)=O)cc1)CC(=O)Nc1ccc(F)c(F)c1F	1	5	3	-7	-4	0	-1	-3	4	-1
CCCOc1ccc(C(=O)NNC(=O)CCNC(=O)c2ccccc2Cl)cc1OC	1	5	1	-3	1	1	0	1	-4	-2
COc1ccc(-c2nc3cc(C)c(Br)c(C)n3c2CC2CCCCC2)cc1OC	-2	-4	1	-3	-4	0	-2	·	4	-2
Nc1cc(OCc2ccccc2)ccc1OCc1ccccc1	0	5	6	-3	-1	5	2	10	5	2
O=C1C2C3C=CC(C3)C2C(=O)N1c1ccc(Cc2ccncc2)cc1 (stereo unspecified)	-4	2	0	0	1	-1	-1	2	-7	-6
Cc1cc(NC(=O)COC(=O)c2ccc(NS(=O)(=O)c3ccc(C)c(C)c3)cc2)no1	-13	0	2	8	-3	-3	-2	-30	16	0
COc1cccc(N2CC(C(=O)Nc3nnc(SCC(=O)N4CCOCC4)s3)CC2=O)c1 (stereo unspecified)	3	4	-1	-1	1	-6	7	7	4	0
COc1ccc2[nH]c3c(NCCN(C(C)C)C(C)C)ncnc3c2c1	7	0	11	-4	2	-2	1	-3	4	2
O=C(c1nc2nc(-c3cccs3)cc(C(F)(F)F)n2n1)N1CCN(Cc2ccccc2)CC1	-10	-10	1	-2	-6	-1	1	-6	4	0
CCOC(=O)c1c(NC(=O)COc2cccc3c2CCN(C)C3=O)sc2c1CCC2	-4	-8	-10	-2	-2	-5	-1	-17	7	2
COc1ccccc1N1CCN(CC(O)c2c(C)[nH]c3ccccc23)CC1 (stereo unspecified)	0	3	0	-6	3	1	3	12	-2	1
C=C(C)C(=O)Nc1cccc(C2=NOC3(C2)C[C@H](C(N)=O)N(C(=O)/C=C/C)C3)c1 (stereo partly specified)	-4	-3	-1	7	46*	-19	-1	-3	12	82*

Next part
SMILES	ABHD4 inh	NPR2 activator	NPR1 activator	TCR-CD3 inh	MBD2 DNA inh	SIAE inh	PRMT1 FP inh	HTRA1 inh	rCAG RNA binder	UHRF1 MBD2 ctr
CCOC(=O)N1CCN(C(=O)COC(=O)c2cccc(C)c2[N+](=O)[O-])CC1	-5	1	0	-8	7	4	4	7	-1	0
Cc1[nH]c2ccccc2c1C(=O)CSc1nc2ccccc2c(=O)n1-c1ccccc1F	-2	2	-2	1	3	1	-3	·	3	1
C#CCOC(=O)C[N+](C)(C)C/C=C/c1ccccc1	-7	-3	3	-7	5	-7	6	4	0	6
CCOC(=O)CSc1nc2cccnc2n1C	0	6	1	-1	2	-2	1	-4	3	5
COc1ccc2c(c1)c1c(c(=O)n(-c3ccc(C)cc3)c(=O)n1CC(=O)NCC1CCCO1)n2C (stereo unspecified)	12	3	-4	4	-2	-5	0	2	2	0
Cc1cnc(C(=O)OCC(=O)N2C(C)CCCC2C)cn1 (stereo unspecified)	-1	3	0	7	-1	10	-4	9	2	24*
Cn1c(=O)c2c(ncn2CC(O)CNc2ccc(Br)cc2)n(C)c1=O (stereo unspecified)	-4	-7	-3	-4	-2	6	1	4	-2	3
Cc1ccc(/C=N/NC(=O)c2cccc(NC(=O)c3ccccc3C)c2)o1	-8	2	3	5	1	-6	0	-30	4	-4
CC1(C)CC2CC(C)(CN2/C=C2/CCCCC2=O)C1 (stereo unspecified)	7	2	1	-4	3	10	3	2	-2	0
O=C(O)CCn1cc(/C=C2\SC(=S)NC2=O)c(-c2ccccc2)n1	-3	0	-2	-6	5	-8	1	·	5	0
Cc1nn(-c2ccc(F)cc2)c(-n2cccc2)c1C(=O)N1CCN(C(=O)c2ccco2)CC1	-6	-2	-3	9	-1	-2	-5	-2	-6	-3
CC1CN(C)C(c2ccccc2)C(C)C12NC(=O)NC2=O (stereo unspecified)	5	4	2	5	1	-1	-2	0	-2	12
O=CNC1CCCc2c1[nH]c1ccc(Cl)cc21 (stereo unspecified)	-2	-1	2	1	-4	2	-1	-2	1	-1
Cc1cc(C(C)(C)C)cc(C)c1CC1=NCCN1	-2	2	3	5	-1	6	-7	6	5	2
CC1(C(=O)OCC(=O)Nc2ccccc2Cl)CC1(Cl)Cl (stereo unspecified)	4	0	2	1	-5	-1	3	3	-4	7
Cc1ccc(NC(=O)COC(=O)[C@H](C)NC(N)=O)c(C)c1	0	-2	2	4	-2	-2	-5	-4	-3	3
O=C(Nn1cc(C(=O)Nc2ccc(F)cc2F)c2ccccc2c1=O)c1cnccn1	0	2	-1	0	-1	1	0	10	5	0
COc1ccc(C2OCC(C)(C)CO2)cc1OC	3	6	4	3	-2	3	-2	0	0	-2
CCOC(=O)C1=CN(Cc2cccc(F)c2)S(=O)(=O)N(CC)C1c1ccc(F)c(Cl)c1 (stereo unspecified)	-5	-5	-1	1	-1	-3	6	-30	5	1
COC(=O)c1ccc(Cn2nc(C)c(Br)c2C)cc1	3	-6	2	4	-3	6	1	-1	-7	1
CCCCOP(=O)(c1ccc(N(C)C)cc1)C(O)c1ccccc1F (stereo unspecified)	-1	-2	-4	-7	1	-2	-3	-4	-4	5
CCOc1cc(/C=N/NC(=O)c2cccnc2)ccc1OC(=O)c1ccco1	-6	-4	0	1	1	-11	1	-5	-1	-2
O=C(/C(=C\c1ccccc1)c1nc2ccccc2[nH]1)c1ccc(Cl)cc1	-23	-17	-31	-12	1	-19	2	-27	12	6
Cc1cc(=O)oc2cc(NC(=O)c3ccc(OC(F)F)cc3)ccc12	0	0	-3	3	-7	-1	-3	-1	-1	-2
CCN(CC(=O)NCc1ccc(Cl)cc1)C(=O)c1cc2ccccc2o1	-7	-5	-8	8	-1	2	-2	-13	-4	-3

Continuation:
SMILES	ABHD4 inh	NPR2 activator	NPR1 activator	TCR-CD3 inh	MBD2 DNA inh	SIAE inh	PRMT1 FP inh	HTRA1 inh	rCAG RNA binder	UHRF1 MBD2 ctr
O=C(Nc1ccc(C(=O)N2CCN(c3ccccn3)CC2)cc1)c1ccc(Br)o1	3	3	2	-5	4	-4	4	-2	0	0
O=C(Nc1cccc(O)c1)c1ccc(S(=O)(=O)N2CCCCCC2)cc1	-13	-3	-5	-14	-4	-2	-3	-40	5	2
CCC(C)N1CCN(C(=O)c2cccs2)CC1 (stereo unspecified)	10	5	3	4	1	-1	0	1	0	-1
c1csc(-c2cnc3n2CCCC3)c1	5	2	-1	3	0	-1	0	-3	-1	4
O=C(Cc1ccc(Cl)cc1)Nc1ccc(N2CCN(C(=O)c3ccco3)CC2)c(Cl)c1	-2	-5	-4	5	-3	-10	1	-32	6	0
Cc1ccc2c(c1)C(c1ccccc1)N(C(=O)c1cccc([N+](=O)[O-])c1)CC(=O)N2 (stereo unspecified)	1	-14	-29	0	4	-2	-3	-5	-2	1
C/C(N)=C(/C#N)C(=O)CSc1nc(-c2ccccc2)c(-c2ccccc2)o1	-31	-6	-13	-3	0	-10	8	-56	6	-3
Cc1ccc(-c2nnn(CC(=O)NC(=O)NC3CCCCC3)n2)cc1	1	-6	0	6	-2	-4	3	-16	-1	1
O=C1CN(S(=O)(=O)c2ccc(Cl)cc2C(F)(F)F)CCN1	1	1	-2	-3	-3	-8	1	0	-1	20
COc1ccc([N+](=O)[O-])cc1NC(=O)CSCc1ccccc1	7	-2	-1	5	2	1	-1	-15	0	-1
CCOc1cc(C2NC(=S)NC(C)=C2C(=O)Nc2ccccc2)ccc1O (stereo unspecified)	-8	-2	-10	-5	5	0	22*	4	15	3
Cc1cccc(CCN=c2c([N+](=O)[O-])nn(-c3ccccc3)n2O)c1	-2	4	-6	9	-7	8	-3	1	-5	-1
CC(C)(C)c1ccc(C(=O)N2CCC(C(=O)NC3CC3)CC2)cc1	6	-3	3	0	-5	-1	2	9	-1	1
Cc1csc(NC(=O)CN(C)S(=O)(=O)c2cccc3cccnc23)n1	2	-5	-2	2	5	1	3	2	0	-3
CC1CCN(C(=O)c2ccc3ccccc3c2)CC1	3	10	0	0	4	2	0	1	-7	0
